Screening data as filed in PubChem.
p97 ATPase inh: blocks human p97 ATPase activity | inhibition, % at 8 µM | P55072 | AID 1481 | recombinant p97 ATPase, Kinase-Glo ATP luminescence, 3 h | 0.42% of 220,000 active; in the data active = inhibition above about 15%;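 also: 0% = DMSO vehicle and 100% = wells lacking enzyme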
Wee1 stabilizer: inhibitors of human Wee1 degradation. HeLa Luc-Wee1K328M stability, luciferase luminescence; 100% = proteasome inhibitor MG132 effect. reporter increase, % at 5 µM. 1.2% of 220,000 active;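 active = activation above the mean of all tested compounds plus 3 SD, set per screening run, cut at about 8.8% in these data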;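 also: cells exposed to compound for 20 h before luminescence read; 0% = DMSO alone and 100% = MG132 at 30 µM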
Target sequence (P30291 whole entry K328M): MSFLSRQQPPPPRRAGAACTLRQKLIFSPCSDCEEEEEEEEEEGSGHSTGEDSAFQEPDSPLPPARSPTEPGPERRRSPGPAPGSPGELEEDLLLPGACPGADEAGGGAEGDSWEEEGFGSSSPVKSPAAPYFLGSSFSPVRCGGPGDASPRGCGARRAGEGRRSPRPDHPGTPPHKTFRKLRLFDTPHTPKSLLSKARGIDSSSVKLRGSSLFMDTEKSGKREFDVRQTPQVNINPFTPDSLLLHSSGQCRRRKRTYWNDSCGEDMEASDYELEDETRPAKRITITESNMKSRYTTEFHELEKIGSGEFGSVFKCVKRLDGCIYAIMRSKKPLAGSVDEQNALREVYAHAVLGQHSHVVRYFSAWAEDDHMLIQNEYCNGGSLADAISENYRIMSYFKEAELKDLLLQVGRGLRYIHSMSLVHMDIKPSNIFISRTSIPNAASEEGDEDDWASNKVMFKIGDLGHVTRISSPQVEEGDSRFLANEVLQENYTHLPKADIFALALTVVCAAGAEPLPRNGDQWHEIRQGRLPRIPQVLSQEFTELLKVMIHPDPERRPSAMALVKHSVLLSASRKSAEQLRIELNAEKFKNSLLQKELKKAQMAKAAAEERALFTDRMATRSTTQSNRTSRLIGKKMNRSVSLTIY
FXIIa inh: factor XIIa (human) inhibition | inhibition, % at 5 µM | P00748 | purified FXIIa, Boc-QGR-AMC fluorogenic substrate, 2 h | 0.3% of 220,000 active | AID 800; in the data active = inhibition above about 40%;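 also: 0% = enzyme with no compound and 100% = blank without enzyme; many of its hits are not listed in these tables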
thrombin 1536: thrombin (human) inhibition; 0.26% of 220,000 active; AID 1046; alpha-thrombin, Boc-VPR-AMC fluorogenic substrate cleavage; inhibition, % at 5 µM;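 active = inhibition at or above 40%; inactive = inhibition below 40%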;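 also: 0% = enzyme with no compound and 100% = wells without enzyme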
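Material: human alpha-thrombin enzyme / Medium: pH 7.5 Tris (50 mM) with NaCl 150 mM, Tween 20 0.05% / Compound: single-point dosing at 5 µM, 0.2% DMSO / Incubation: enzyme reaction carried out at room temperature / Detection: AMC fluorescence, 355/460 nm / Read-out basis: percent inhibition scaled between no-compound controls and no-enzyme blanks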
Cl transport mod: modulates chloride dependent transport by human KCC2. Q9H2X9. KCC2 cells, thallium flux FluoZin-2 fluorescence. B-score of Tl+ flux slope (higher = more flux/activation; lower = inhibition) at 10 µM. 2.2% of 190,000 active. AID 1456;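 active = thallium flux slope and its plate-corrected score both differing from the plate sample mean at a set confidence after two filtering rounds, in either direction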;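 also: slope of fluorescence scaled to starting intensity during 10 to 20 s after thallium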
hK5 inh: blocks human kallikrein 5 protease activity. Q9Y337. recombinant hK5, fluorogenic AMC substrate cleavage. inhibition, % at 5 µM. 0.59% of 210,000 active. AID 873;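 active = inhibition of 40% or more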;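 also: 0% = enzyme controls without compound and 100% = no-enzyme blanks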
Target sequence (Q9Y337 67-293 limits assumed): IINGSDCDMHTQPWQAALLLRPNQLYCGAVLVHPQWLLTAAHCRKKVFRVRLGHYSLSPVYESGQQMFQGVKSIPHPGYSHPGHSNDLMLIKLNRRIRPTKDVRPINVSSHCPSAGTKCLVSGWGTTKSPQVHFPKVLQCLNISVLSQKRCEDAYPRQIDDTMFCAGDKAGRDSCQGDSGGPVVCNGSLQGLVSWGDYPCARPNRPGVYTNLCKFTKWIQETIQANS
PERK inh: blocks human PERK kinase. Q9NZJ5. CHO PERK-DD fusion, SEAP luminescence translation reporter. inhibition, % at 5.6 µM. 0.17% of 220,000 active. AID 1416;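 active = inhibition above the mean inhibition of all tested compounds plus 3 SD, set separately per screening campaign, cut at about 2.9% in these data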;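 also: PERK kinase domain activated by AP20187 dimerizer at 100 nM; 0% = DMSO with dimerizer and 100% = rapamycin at 8.4 µM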
FXIa inh 1536: inhibitors of human coagulation factor XIa | purified FXIa, Boc-Glu-Ala-Arg-AMC fluorogenic substrate | inhibition, % at 5 µM | 0.14% of 220,000 active;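 active = inhibition of at least 40%; inactive = inhibition below 40%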;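 also: fluorescence of freed AMC excited at 355 nm; 0% = enzyme without compound and 100% = no enzyme blank; many of its hits are not listed in these tables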
Furin inh: human furin inhibition; 0.061% of 220,000 active; purified furin, fluorogenic substrate cleavage; P09958; inhibition, % at 30 µM; in the data active = inhibition above about 25%; also: inactives centre near -15
Starred values were filed as active, the others as inactive; . = not tested or not shown; [ ] = remark or other dose.

entry	structure	p97 ATPase inh	Wee1 stabilizer	FXIIa inh	thrombin 1536	Cl transport mod	hK5 inh	PERK inh	FXIa inh 1536	Furin inh
1	CO/N=C/c1ccc(Oc2ccc([N+](=O)[O-])cc2[N+](=O)[O-])c(OC)c1	2.8	-1.2	7.8	-0.2	-0.0522	-10.8	0.2	3.7	-19.0
2	Cc1cc2ncn(-c3ncnc4scc(-c5ccccc5)c34)c2cc1C	-1.3	-0.8	9.2	-5.0	-0.0215	-30.7	0.0	-1.0	-21.0
3	CC(Oc1ccc(Cl)cc1Cl)C(=O)NC1=NN(c2ccccc2)C(=O)C1 (stereo not drawn)	0.5	0.6	6.9	-1.2	-1.33	-11.7	0.6	1.9	-23.7[20 µM]
4	CCCCN(C(C)=O)C1CC(=O)N(c2ccc(OCCC)cc2)C1=O (stereo not drawn)	0.6	-1.1	9.9	-0.3	-0.144	2.8	-1.5	3.5	-20.7
5	O=C(N/N=C/c1cccnc1)C(O)(c1ccccc1)c1ccccc1	1.0	-4.0	-8.1	-14.9	0.262	-28.5	0.2	-7.2	-23.6[20 µM]
6	O=C(COC(=O)C1(c2ccccc2F)CCCC1)NCc1cccs1	-8.2	0.5	7.3	-11.3	-1.77	1.3	0.8	-2.9	-8.8
7	COC(=O)C(CC(=O)c1ccc(Cl)cc1)c1ccc(C(C)C)cc1 (stereo not drawn)	-0.7	-3.0	15.8	-2.9	.	-4.2	0.7	4.6	-30.4[20 µM]
8	CN(CC(=O)Nc1ccccc1Br)c1ncnc2sccc12	6.5	-3.4	6.7	-5.2	-0.00165	-2.6	0.7	-1.9	-18.8
9	CCOC(=O)c1nc(N)c(C(=O)OCC)[nH]1	4.5	1.3	-11.4	-3.0	1.35	-19.5	0.3	-11.9	-33.5[20 µM]
10	CC(=O)CSc1nnc(-c2cnccn2)n1-c1ccccc1	2.7	0.9	15.7	7.7	-0.0143	0.3	0.5	0.1	-3.9[20 µM]
11	Cc1ccc(SCCCCN2CCNCC2)cc1	2.8	-0.4	6.6	-8.9	-0.0344	-18.1	0.5	9.3	-1.3
12	O=C(c1cnn2c(C(F)(F)F)cc(-c3cccs3)nc12)N1CCN(C(c2ccccc2)c2ccccc2)CC1	-0.8	-3.7	32.4	2.5	-0.197	-6.9	-0.2	25.7	-24.8[20 µM]
13	Cc1ccn(C(=O)c2cc3ccccc3oc2=O)n1	-2.5	4.2	10.2	1.6	.	-4.8	-0.1	2.3	-6.7[20 µM]
14	Cc1ccc(S(=O)(=O)NCCSc2nnnn2-c2cc(C)ccc2C)cc1	-2.7	3.3	-5.3	-5.3	-1.7	-9.6	-0.1	-11.6	-24.5[20 µM]
15	O=C1CCCC2=C1C(c1ccsc1)CC(=O)N2c1nnc(SCc2ccccc2)s1 (stereo not drawn)	0.7	2.5	17.6	-0.1	-0.911	-7.6	0.4	3.5	-22.5
16	N=C1C(c2nc(-c3ccc(Cl)cc3)cs2)=C(O)CN1NC(=O)c1ccc(O)cc1	8.2	-0.8	5.5	-4.6	-0.000567	-2.6	0.8	-2.4	-22.0
17	CC(C)CNS(=O)(=O)c1ccc(CCC(=O)Nc2cc(Cl)ccc2Oc2ccccc2)cc1	-1.1	-1.1	-2.2	-5.5	-0.558	-3.5	-1.4	-9.1	-8.1[20 µM]
18	S=c1[nH]nc(-c2ccccn2)n1/N=C/c1ccc(Cl)cc1	1.5	-2.5	6.9	-2.8	2.56	1.5	1.4	7.2	-32.5
19	O=C1/C(=C\c2ccco2)NC(=S)N1c1ccccc1	5.6	-3.1	15.1	6.9	15*	4.0	1.3	5.2	-22.6
20	CN(CCc1ccccn1)C(=O)c1cccnc1Oc1ccccc1	0.4	0.7	9.7	-0.5	0.492	1.6	-0.5	0.8	-27.0
21	Cc1ccc(-c2cc(N)on2)cc1	3.3	0.1	7.2	-3.5	0.664	15.2	0.4	-0.3	-11.4
22	CN(C)CCCN(C(=O)COc1ccccc1)c1nc2c(Cl)cccc2s1	0.7	-4.1	8.6	-0.3	0.795	-0.4	-0.1	2.5	-2.6
23	O=c1c2ccccc2ncn1Cc1ccc(Cl)cc1	4.3	-0.5	3.1	-5.1	0.569	1.3	1.0	3.6	-26.0
24	CCc1ccc(OC)c(S(=O)(=O)Nc2ccccc2C)c1	-8.6	-0.8	0.1	-6.1	-0.484	0.3	-0.6	2.8	1.2[20 µM]
25	CCOC(=O)N1CCN(Cc2nc(N)nc(Nc3ccc(OC)cc3)n2)CC1	-8.4	1.1	12.9	2.8	.	6.0	-2.1	-1.2	3.0[20 µM]
26	CCN(CC)C(=S)SCC(=O)Nc1nc(=O)c2ccccc2s1	3.6	6.9	5.2	-14.4	15.6*	-20.3	0.6	4.1	-0.7
27	Cc1ccc2nc(C)c(C(=O)N/N=C/c3ccco3)cc2c1	-4.4	-0.1	15.0	-3.5	0.138	-8.5	-0.2	0.0	2.8
28	C=C(C)CNC(=S)NN=C1c2ccccc2-c2ccccc21	-5.1	-2.1	.	1.2	27.6*	3.1	-0.1	10.1	-1.5
29	Cc1ccc(-n2c(SCC(=O)OC(C)C)nnc2-c2ccco2)cc1	-0.4	1.8	0.1	3.2	-1.02	-20.9	-0.7	-0.1	-16.3[20 µM]
30	O=C(O)/C=C/c1cn(Cc2ccccc2)nc1-c1ccc(Cl)cc1	3.0	3.1	5.1	-14.7	-4.74*	-3.6	0.8	-3.8	-20.6

Next part; it opens with the 3 that closed the last part.
entry	structure	p97 ATPase inh	Wee1 stabilizer	FXIIa inh	thrombin 1536	Cl transport mod	hK5 inh	PERK inh	FXIa inh 1536	Furin inh
28	C=C(C)CNC(=S)NN=C1c2ccccc2-c2ccccc21	-5.1	-2.1	.	1.2	27.6*	3.1	-0.1	10.1	-1.5
29	Cc1ccc(-n2c(SCC(=O)OC(C)C)nnc2-c2ccco2)cc1	-0.4	1.8	0.1	3.2	-1.02	-20.9	-0.7	-0.1	-16.3[20 µM]
30	O=C(O)/C=C/c1cn(Cc2ccccc2)nc1-c1ccc(Cl)cc1	3.0	3.1	5.1	-14.7	-4.74*	-3.6	0.8	-3.8	-20.6
31	CC(C)NC(=O)/C(C#N)=C/c1ccc2c(c1)OCCO2	2.5	1.2	13.9	-10.2	-0.071	-6.8	0.8	4.2	-9.7
32	COc1cccc(OC)c1C(=O)NNC(=O)c1cccc(COc2ccc3c(c2)CCC3)c1	-3.9	4.7	-1.1	-11.1	0.00265	-16.8	-1.0	-15.7	-10.1[20 µM]
33	COC(=O)c1ccc(/C=N/NC(=O)CC(=O)NC(C)C)cc1	2.1	-1.6	6.8	-8.6	-1.02	-24.4	0.8	1.0	-28.4
34	COC(=O)C1=CN(CC2CCCO2)C=C(C(=O)OC)C1c1cc(OC)c(OC)c(OC)c1 (stereo not drawn)	-0.9	-0.5	-4.6	-6.7	.	-7.1	-1.4	-11.1	-21.1[20 µM]
35	COc1ccc(C[C@H]2CN3C(=NC[C@@H]3Cc3ccccc3)N2C[C@H](C)NC(=O)CCC2CCCCC2)cc1	.	.	3.7	0.5	-1.03	4.7	.	1.2	-14.0
36	Cc1ccc(F)c(NC(=O)CCc2ccccc2)c1	-1.0	0.7	13.8	-1.0	0.456	5.0	0.6	5.4	-17.0[20 µM]
37	Cc1cc([N+](=O)[O-])nn1CCCC(=O)Nc1cccc(Cl)c1Cl	-6.6	-3.3	2.6	-14.2	-0.46	0.3	-0.4	-9.8	-1.1
38	CSCCC(NS(=O)(=O)c1ccc2c(c1)oc(=O)n2C)C(=O)NCc1ccc(C)cc1 (stereo not drawn)	3.7	-2.0	5.2	-5.7	0.509	4.2	1.2	2.9	-29.6
39	COCCN=c1scc(-c2cccs2)n1/N=C(\C)c1ccco1	-0.7	-1.1	8.1	3.1	0.117	-2.3	0.1	-2.8	-17.2
40	C/C(=N\OC(=O)c1ccc(C)cc1)c1c(C)nc2cc(C)ccn12	4.7	-0.2	9.0	.	1.23	0.4	0.8	3.5	-35.2
41	CCSc1nnc(NC(=O)CSc2nc3c(c(=O)n2-c2ccccc2)SCC3)s1	6.0	2.2	14.2	3.5	-0.23	-2.2	0.1	5.5	-14.2[20 µM]
42	COC(=O)c1cnc(NNS(=O)(=O)c2ccc(Cl)cc2)nc1C(F)(F)F	2.3	1.2	8.3	3.3	0.335	3.9	0.8	14.9	-32.5
43	Cc1nn(CC(=O)Nc2nc3ccccc3s2)c(C)c1[N+](=O)[O-]	6.0	2.1	5.3	-0.9	.	-8.7	0.5	-4.4	-19.7[20 µM]
44	COCCn1c(C)cc(/C=N/NC(=O)c2cccnc2)c1C	0.2	-0.6	9.4	-1.0	-0.366	-0.1	1.5	1.7	-11.7
45	CSc1sc(C)cc1C1C(C#N)=C(N)N(c2cccnc2)C2=C1C(=O)CC(C)(C)C2 (stereo not drawn)	1.1	-1.7	8.0	-6.0	.	-6.0	-1.1	-1.3	-15.0
46	O=C(COc1cccc(Cl)c1)NNC(=S)Nc1ccccc1	-2.5	-0.8	2.7	-9.0	2.63	-25.7	0.1	-3.9	-14.3
47	COc1ccc2oc(=O)c(-c3nc4ccccc4o3)cc2c1	3.2	1.9	21.1	2.5	-1.17	-2.1	-0.2	16.1	-19.4[20 µM]
48	COc1cc2c(cc1NC(=O)COC(=O)[C@@H](NS(=O)(=O)c1cccc(Cl)c1)C(C)C)oc1ccccc12	-2.0	3.8	0.5	-4.6	-0.053	-4.7	-0.8	3.8	-8.1
49	CCCCN(CCCC)C1=Nc2ccccc2N/C1=C(/C#N)C(=O)OCC	-4.8	5.1	-3.1	-12.3	0.282	4.8	-0.9	6.0	-9.5[20 µM]
50	CN1CCN(C(=O)c2cc(-c3ccco3)on2)CC1	4.0	-1.8	10.7	-5.3	.	0.2	0.2	-6.5	-33.2[20 µM]
51	CCOC(=O)C(=O)c1csc(NC(=O)CCSc2ccc(C)cc2)n1	-3.5	-2.6	33.0	16.4	0.122	-0.5	0.7	13.1	-7.0
52	CNS(=O)(=O)c1cccc(C(=O)OCc2csc(-c3ccccc3)n2)c1	5.3	-2.7	13.2	0.1	-1.24	-5.6	0.7	8.4	-16.3
53	CCCS(=O)(=O)N1CCN=C1SCc1cccc(C)c1	-1.5	-0.8	11.5	0.3	0.678	-10.4	-0.1	-1.2	-14.7
54	CC(=O)N1CCCc2cc(S(=O)(=O)N3CCN(C4CCCCC4)CC3)ccc21	-1.2	0.7	11.7	0.5	-0.531	-2.2	-0.1	-0.7	-20.4
55	OCCCn1c(-c2ccccc2)nc(=S)c2c1CCCC2	0.3	-1.1	12.6	3.6	0.0149	13.2	0.5	3.5	-8.4[20 µM]
56	CC1NC(=O)NC1CCCCCC(=O)NCCc1ccccc1 (stereo not drawn)	6.5	-0.9	21.8	-6.8	.	-16.2	0.9	2.5	-18.5[20 µM]
57	Cc1ccc(-n2c3nc(=O)[nH]c(=O)c-3cc3c(C)nn(-c4ccccc4)c32)c(C)c1	4.5	0.6	-23.1	-16.7	0.526	-47.7	0.7	-15.5	-115.5
58	O=c1[nH]c(SCc2ccccc2Cl)nc2c1CCC2	1.7	1.1	-5.1	-7.7	-1.37	-8.9	-0.8	-10.6	-19.5[20 µM]
59	Cc1cc(C(=O)N2CCN(c3ccccc3)CC2)no1	-1.9	-1.5	12.4	-12.5	-0.982	-6.0	0.2	0.9	-2.6
60	O=C(Nc1nnc(-c2ccccc2)o1)NC1CCCCC1	4.7	1.8	22.2	-7.1	0.649	-0.8	0.6	15.9	-14.0
